High-throughput results deposited in PubChem by National Center for Advancing Translational Sciences (NCATS).
Pin1 inh: blocks the human prolyl isomerase Pin1; Q13526; Pin1 FP peptide displacement, HiFluor488, 10 min; Potency, µM (titrated, usually from 115 µM), inactives show at the top dose activity, negative = inhibition, most hits filed as inhibitors; hit rate 0.009% among 390,000; AID 504891; active = well fitted inhibition curve with a large enough effect in the polarisation, with a control signal flat, not every such curve was filed as active; inconclusive = small, poorly fitted or top-dose-only effect, or effect the other way, or a change in a side signal; inactive = no such curve, though single readings can be large or run the other way; the % refers to the polarisation
Target sequence (Q13526 whole entry, looked up): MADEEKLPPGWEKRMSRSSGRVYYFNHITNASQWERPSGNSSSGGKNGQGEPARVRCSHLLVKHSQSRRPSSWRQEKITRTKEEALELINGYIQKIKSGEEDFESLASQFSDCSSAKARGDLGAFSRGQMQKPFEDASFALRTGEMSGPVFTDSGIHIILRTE
GLS inh: blocks human kidney-isoform glutaminase activity | GLS enzymatic activity, qHTS titration | Potency, µM (top dose mostly 45.5 µM), for inactives: at the top dose activity change, negative = inhibition, hits mostly inhibitors | hit rate 0.21% among 410,000
Target sequence (O94925 whole entry, looked up, canonical isoform): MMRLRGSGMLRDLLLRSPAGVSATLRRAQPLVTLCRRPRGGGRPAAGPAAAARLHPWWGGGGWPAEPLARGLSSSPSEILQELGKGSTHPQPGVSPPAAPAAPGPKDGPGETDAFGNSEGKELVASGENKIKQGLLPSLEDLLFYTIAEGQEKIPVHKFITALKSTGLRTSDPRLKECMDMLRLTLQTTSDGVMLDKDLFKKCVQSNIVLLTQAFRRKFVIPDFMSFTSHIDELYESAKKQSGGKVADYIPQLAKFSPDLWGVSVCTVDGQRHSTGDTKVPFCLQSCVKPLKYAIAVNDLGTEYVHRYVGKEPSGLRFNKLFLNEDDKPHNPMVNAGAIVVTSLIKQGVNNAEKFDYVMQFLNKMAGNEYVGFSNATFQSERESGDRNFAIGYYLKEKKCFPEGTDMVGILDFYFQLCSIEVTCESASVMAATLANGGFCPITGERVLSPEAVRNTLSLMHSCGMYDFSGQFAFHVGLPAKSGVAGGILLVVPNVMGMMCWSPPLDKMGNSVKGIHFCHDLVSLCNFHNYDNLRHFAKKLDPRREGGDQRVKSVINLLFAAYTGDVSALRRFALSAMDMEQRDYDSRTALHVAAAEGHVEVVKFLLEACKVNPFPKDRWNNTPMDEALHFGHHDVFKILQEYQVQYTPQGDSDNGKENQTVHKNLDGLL
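hKGA in 45 mM KH2PO4 (pH 8.2), 0.02% Tween-20 with compound, then 1mM L-Glutamine (stock as added) plus glutamate oxidase/HRP/Amplex red coupling mix. Fluorescence read initially and after 30 min at RT; signal change reflects glutamate formation.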
ALOX12 inh: blocks human arachidonate 12S-lipoxygenase; AID 1671190; purified 12hLO, xylenol orange hydroperoxide absorbance; Potency, µM (series often up to 108 µM), for the others: at the top dose activity change, negative = inhibition, actives largely listed as inhibitors; hit rate 1.1% among 580,000
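Purified human 12hLO (150 nM final) in 25 mM Hepes, 0.01% Triton X-100, pH 7.0 was preincubated 15 min at room temperature with compound. Then 40 uM arachidonic acid was added, 30 min. Hydroperoxide was read by Fe-XO absorbance ratio 573/405 nm.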
RGS4 inhibitor: blocks human RGS4-accelerated GTP hydrolysis | P49798 | hit rate 0.039% among 390,000 | Transcreener GDP fluorescence polarization, RGS4-accelerated GTP hydrolysis | Potency, µM (highest dose often 114 µM), inactives show at the top dose activity change, negative = inhibition, usual class: inhibitors | AID 504845; note: nearly all actives have a fitted effect of over 75% in size; some results filed as inactive show a strong effect at the top dose
Target sequence (P49798 whole entry, looked up): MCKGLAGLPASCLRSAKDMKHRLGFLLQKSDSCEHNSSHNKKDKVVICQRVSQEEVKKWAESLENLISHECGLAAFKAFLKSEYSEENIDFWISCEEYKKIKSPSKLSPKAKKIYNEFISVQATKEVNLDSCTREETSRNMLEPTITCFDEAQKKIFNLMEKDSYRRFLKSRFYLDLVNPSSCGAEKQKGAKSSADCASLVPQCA
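MLSMR compounds (23 nl, pin-transferred) preincubated 10 min at room temperature with a 500nM (2x) first reagent, then RGS4 at 900nM (2x) plus Transcreener GDP mix added; fluorescence polarization (620/688 nm) read before and after 90 min at 30 °C.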
TrxR1 inh: blocks rat thioredoxin reductase 1; recombinant rTrxR1, NADPH fluorescence consumption, selenite substrate; Potency, µM (titrated, usually from 114 µM), without a hit: top-dose activity change, negative = inhibition, most hits filed as inhibitors; AID 588453; hit rate 1% among 390,000; note: nearly all actives have a fitted effect of over 65% in size
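Rat TrxR1 (90 nM in the dispensed reagent) was pre-reduced with 400 uM NADPH for 5 min at room temperature, then incubated with compound for 15 min. After 400 uM selenite was added, NADPH fluorescence (Ex 340/Em 450 nm) was followed for 8 min.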
* hit, by the source's call; i = inactive; ? = inconclusive; . = no result given; & = joins results of further samples; ! = not confirmed by another sample; [ ] = another dose, or the depositor's remark. Unless noted, calls come from the whole dose curve; as a rule, active = well fitted curve in the direction sought with a large enough effect; inconclusive = small, poorly fitted or top-dose-only effect, or another doubt; inactive = no such curve, though single readings can be large; an effect the other way counts as inactive or inconclusive. % is set by controls: 0 for no effect and ±100 for the full control effect; potency is the fitted concentration of half-maximal effect. This is a subset; rates above refer to the full screens.

SMILES | Pin1 inh | GLS inh | ALOX12 inh | RGS4 inhibitor | TrxR1 inh
CC(Oc1ccc(O)cc1)(P(=O)(O)O)P(=O)(O)O | . | . | -19%[57.4 µM] | -198%[56.9 µM] | .
CC[C@](N)(CCC(=O)O)C(=O)O | . | . | 2.8µM*! | 30%[activator][56.9 µM] | .
N[C@H](C(=O)O)[C@H]1C[C@H]1C(=O)O | . | . | -2% | i | .
COC(=O)C1=C(C)NC(C)=C(C(=O)OCCCN2CCC(c3ccccc3)(c3ccccc3)CC2)[C@H]1c1cccc([N+](=O)[O-])c1 | . | . | ? | i | .
O=C(O)c1cc(N(Cc2ccccc2O)Cc2cc(O)ccc2O)ccc1O | . | . | ? | ? | .
CC#C[C@]1(O)CC[C@H]2[C@@H]3CCC4=CC(=O)CCC4=C3[C@H](c3ccc(N(C)C)cc3)C[C@@]21C | . | . | 0% | . | .
Nc1ncnc2c1c(I)cn2C1OC(CO)C(O)C1O (stereo not drawn) | . | . | -6%&5% | ? | .
CCCCC[C@H](O)C=C[C@H]1[C@H](O)CC(=O)[C@H]1CCCCCCC(=O)O | . | . | 64%[activator] | i | .
CCCCCCCC/C=C\CCCCCCCC(=O)OC[C@@H](O)COP(=O)(O)O | . | . | -2%[12.5 µM] | 120%[activator][56.9 µM] | .
CCCCCCCCCCCCCCCCOCC(CO)OC(C)=O (stereo not drawn) | . | . | -3%[12.5 µM] | ? | .
CCCCC/C=C\C/C=C\C/C=C\C/C=C\CCCC(=O)O[C@@H](CO)COC(=O)CCCCCCCCCCCCCCCCC | . | . | -9%[12.5 µM] | i | .
CC(=O)Nc1sc2c(c1-c1nc3ccccc3s1)CNC2 | ? | . | -22%[57.4 µM] | . | .
O=C(CO)c1c[nH]c2ccccc12 | . | . | 12%&-6% | . | 18%
O=S(=O)(NCCNCC=Cc1ccc(Br)cc1)c1cccc2cnccc12 | . | . | ? | . | 15%[0.0914 µM]
CN(C)c1ccc(-c2ccc3ccccc3n2)cc1 | . | . | ? | . | ?
COc1ccc(/C=C/c2ccc3ccccc3n2)cc1OC | . | . | 28µM* | . | -7%
NCCNS(=O)(=O)c1cccc2cnccc12 | . | . | ? | . | ?
CCOC(=O)C1=C(C)NC(C)=C(C(=O)OC)[C@H]1c1cccc([N+](=O)[O-])c1 | . | . | 0% | . | -3%
CO[C@H]1O[C@@H]2O[C@@]3(C)CC[C@@H]4[C@@H](C)CC[C@@H]([C@H]1C)[C@@]24OO3 | . | . | -23%[57.4 µM] | . | -2%
O=S(=O)(NCCNC/C=C/c1ccc(Br)cc1)c1cccc2cnccc12 | . | . | 2%&-12% | . | ?
COc1ccc(-c2nc3ccccc3o2)cc1NC(=O)COc1ccc(C)cc1 | . | . | 14% | . | 14%
CC(N)=NCc1cccc(CN)c1 | . | . | 6%[365 µM] | . | 4%
O=C(Nc1ccccc1-c1cn2c(CN3CCNCC3)csc2n1)c1cnc2ccccc2n1 | . | . | -1%[57.4 µM] | . | -15%
CCNC(=O)[C@H]1O[C@@H](n2cnc3c(N)nc(NCCc4ccc(CCC(=O)O)cc4)nc32)[C@H](O)[C@H]1O | . | . | ? | . | 1%
CO[C@H]1/C=C\O[C@@]2(C)Oc3c(C)c(O)c4c(O)c(c(C=NN5CCN(C6CCCC6)CC5)c(O)c4c3C2=O)NC(=O)C(C)=CC=C[C@H](C)[C@H](O)[C@@H](C)[C@@H](O)[C@@H](C)[C@H](OC(C)=O)[C@H]1C | . | . | ? | . | -17%
CC(=O)c1cccc(NC(=O)COC(=O)c2ccccc2OCc2cccc(Br)c2)c1 | . | . | ? | . | 12%
COc1ccc2c(c1)c(C(=O)CN(C)C)c(C)n2C | . | . | ? | . | -19%
CC(=O)c1ccc(OC2(C)CCN(Cc3csc4ccccc34)C2)cc1 (stereo not drawn) | . | -4% | -49% | . | .
Cc1cccnc1C(c1ccc(F)cc1)N(C)C(=O)C1CCN(CCOc2ccc(Cl)cc2Cl)CC1 (stereo not drawn) | . | -5% | ? | . | .
CC(C)NC(=O)C1(C)CCCN1Cc1csc2ccccc12 (stereo not drawn) | . | 8% | 7% | . | .
COc1ccc(C=O)c(-c2c(CCO)sc3ccccc23)c1 | . | 4% | -3% | . | .
O=C(Nc1cccc(C(F)(F)F)c1)c1csc([C@H]2C[C@H](O)[C@@H](CO)O2)n1 | . | 3% | 1% | . | .
CCCNC(=O)c1cc(C2CCCCN2S(=O)(=O)c2cccc3cccnc23)on1 (stereo not drawn) | . | 4% | 12% | . | .
CC(C)(C)c1cc2nc(NCc3cccc(Cl)c3)ccn2n1 | . | 5% | ? | . | .
COC(=O)[C@]12CCCCC=C1N(Cc1ccco1)C(=O)[C@H](CC(=O)N1CCOCC1)C2 | . | 3% | 15% | . | .
CCOC(=O)[C@]12CCC=C1N(Cc1ccco1)C(=O)[C@H](CC(=O)NCCC(C)C)C2 | . | -4% | 0% | . | .
CCC(=O)N1CCC1(C)C(=O)Nc1cccc2cccnc12 (stereo not drawn) | . | 0% | -9% | . | .
CCOC(=O)C1(C)CCCN(C(=O)c2c(F)ccc(C)c2F)C1 (stereo not drawn) | . | 3% | 1% | . | .
Cc1ccc(-c2nc3c(Cl)cc(C(F)(F)F)cn3c2Cc2ccsc2)cc1 | . | 0% | ? | . | .
Nc1c(CC(=O)O)cccc1C(=O)c1ccc(Br)cc1 | . | 1% | -15% | . | .
CC(C)Cn1cc(-c2cncc3nccn23)cn1 | . | -5% | ? | . | .
CC1(C(=O)NS(=O)(=O)c2ccc(F)cc2F)CCN1C(=O)CCc1ccccc1 (stereo not drawn) | . | 9% | -2% | . | .
CCCCn1nnnc1C1(C)CCC(=O)N1Cc1ccc(F)cc1 (stereo not drawn) | . | 2% | 0% | . | .
CN(C)CCN1CCN(C2CN(Cc3cn(Cc4ccccc4C(F)(F)F)nn3)S(=O)(=O)C2)CC1 (stereo not drawn) | . | 12% | ? | . | .
Cn1nc(C(C)(C)C)cc1C(=O)N1CCCC(c2cc(C(=O)NCc3ccccc3)no2)C1 (stereo not drawn) | . | 1% | ? | . | .

An excerpt of these results, as labelled records:
smiles: O=C(Nc1cccc(C(F)(F)F)c1)c1csc([C@H]2C[C@H](O)[C@@H](CO)O2)n1
  Pin1 inh = .	GLS inh = 3%	ALOX12 inh = 1%	RGS4 inhibitor = .	TrxR1 inh = .

smiles: CCCCn1nnnc1C1(C)CCC(=O)N1Cc1ccc(F)cc1 (stereo not drawn)
  Pin1 inh = .	GLS inh = 2%	ALOX12 inh = 0%	RGS4 inhibitor = .	TrxR1 inh = .

Full records as entered above:
Listed for CCOC(=O)C1(C)CCCN(C(=O)c2c(F)ccc(C)c2F)C1 (stereo not drawn) = Pin1 inh: .; GLS inh: 3%; ALOX12 inh: 1%; RGS4 inhibitor: .; TrxR1 inh: .
Listed for Cc1ccc(-c2nc3c(Cl)cc(C(F)(F)F)cn3c2Cc2ccsc2)cc1 = Pin1 inh: .; GLS inh: 0%; ALOX12 inh: ?; RGS4 inhibitor: .; TrxR1 inh: .

(cont.)
SMILES | Pin1 inh | GLS inh | ALOX12 inh | RGS4 inhibitor | TrxR1 inh
CCc1nc2c(OCCn3cccc3)cccn2c1N(C)C(=O)c1ccc(C)cc1 | . | 1% | -2% | . | .
Fc1cccc(Cc2c(-c3ccco3)nc3ccc(Br)cn23)c1 | . | 16µM* | -114% | . | .
C/C=C/c1cccc(-c2nc(C(=O)N3CCOCC3)cc3c2[C@H](CCO)N(C(=O)NC(C)C)C3)c1 | . | -19% | -9% | . | .
CCc1nc2ccc(C(=O)NCCc3ccccn3)cn2c1N(CC)Cc1cccc(Br)c1 | . | -2% | 6% | . | .
CCOc1ccc(CCN2C(=O)C(=O)N([C@@H](Cc3ccc(O)cc3)CN3CCC[C@H]3CN3C(=O)C(=O)NC[C@@H]3CC(C)C)C[C@@H]2Cc2ccccc2)cc1 | . | 2% | -11% | . | .
COc1cccc(Nc2nc(C(N)CCc3ccccc3)cs2)n1 (stereo not drawn) | . | 0% | ? | . | .
CCc1nc2ccc(C(=O)Nc3cccc(NS(C)(=O)=O)c3)cn2c1N(C=O)CCC(C)C | . | 2% | -22% | . | .
CCOC(=O)C1=CCN(S(=O)(=O)c2ccc(Cl)cc2)C1c1cccc(C)c1 (stereo not drawn) | . | -2% | 31%[activator] | . | .
OC[C@H]1O[C@@H](c2nc(-c3ccccc3Br)no2)[C@H](O)[C@@H](O)[C@H]1O | . | 4% | -1% | . | .
Cc1cccnc1C(NC(=O)C1CCN(Cc2cn(C)c3ccccc23)CC1)c1ccc(Cl)cc1 (stereo not drawn) | . | -1% | ? | . | .
O=C(Nc1ccc(F)c(Cl)c1)c1cc(C2CCCCN2C(=O)c2ccccc2)on1 (stereo not drawn) | . | -3% | 25% | . | .
CC1(Oc2ccc(Cl)cc2)CCN(Cc2ccc(OC(F)(F)F)cc2)C1 (stereo not drawn) | . | 12% | ? | . | .
COc1ccc(C(=O)N2CCCCC2c2cc(C(=O)Nc3ccc(F)c(Cl)c3)no2)cc1 (stereo not drawn) | . | 4% | 9% | . | .
CCc1nc2ccc(C(=O)NCCCN3CCCC3=O)cn2c1N(CCC(C)C)CCN(C)C | . | 25% | 12% | . | .
COc1ccccc1-c1cnc(C(O)c2cccc(CN3CCCCC3)c2)[nH]1 (stereo not drawn) | . | -5% | 14% | . | .

6 of these compounds, set out differently.
molecule	Pin1 inh	GLS inh	ALOX12 inh	RGS4 inhibitor	TrxR1 inh
COc1cccc(Nc2nc(C(N)CCc3ccccc3)cs2)n1 (stereo not drawn)	.	0%	?	.	.
CCc1nc2ccc(C(=O)Nc3cccc(NS(C)(=O)=O)c3)cn2c1N(C=O)CCC(C)C	.	2%	-22%	.	.
CCOC(=O)C1=CCN(S(=O)(=O)c2ccc(Cl)cc2)C1c1cccc(C)c1 (stereo not drawn)	.	-2%	31%[activator]	.	.
OC[C@H]1O[C@@H](c2nc(-c3ccccc3Br)no2)[C@H](O)[C@@H](O)[C@H]1O	.	4%	-1%	.	.
Cc1cccnc1C(NC(=O)C1CCN(Cc2cn(C)c3ccccc23)CC1)c1ccc(Cl)cc1 (stereo not drawn)	.	-1%	?	.	.
O=C(Nc1ccc(F)c(Cl)c1)c1cc(C2CCCCN2C(=O)c2ccccc2)on1 (stereo not drawn)	.	-3%	25%	.	.

(further entries)
SMILES | Pin1 inh | GLS inh | ALOX12 inh | RGS4 inhibitor | TrxR1 inh
CCOc1cc(OCC)cc(C(=O)N2CCC[C@H]2C(=O)N2CCC[C@H]2C(=O)N(C)Cc2ccccc2)c1 | . | 0% | ? | . | .
CCCCNC(=O)C1c2ccccc2OCC(=O)N1Cc1ccccn1 (stereo not drawn) | . | -1% | -7% | . | .
CN1CCCN(c2cc(-c3ccc4ccccc4c3)nc3ccnn23)CC1 | . | -17% | ? | . | .
NC(Cc1ccccc1)c1csc(Nc2ccc(C(=O)c3ccccc3)cc2)n1 (stereo not drawn) | . | 8% | ? | . | .
CCCNC(=O)C1(C)CCCN(C(=O)c2ccc3snnc3c2)C1 (stereo not drawn) | . | -2% | 15% | . | .
COc1ccc(C(C)(O)c2nc(-c3ccc(OC)c(OC)c3)cs2)cc1 (stereo not drawn) | . | 2% | -26% | . | .
CN1OC[C@@H]2CN(Cc3ccc4c(c3)OCO4)[C@H](c3ccc(N4CCCCC4)cc3)C[C@@H]21 | . | 43%[activator] | -29% | . | .
CC(=O)c1ccc(OCc2nnn(CC(=O)NS(=O)(=O)c3ccc(C)cc3)c2-c2ccccc2)cc1 | . | 21% | -30% | . | .
COc1ccc(Br)c(C(=O)N2CCCC2(C)C(=O)NCC(C)C)c1 (stereo not drawn) | . | 4% | -3% | . | .
CC(C)(C)c1ccc(S(=O)(=O)NC(=O)C2(C)CCN2C(=O)Cc2cc(F)ccc2F)cc1 (stereo not drawn) | . | 0% | -10% | . | .
CCCCNc1c(-c2cccnc2)nc2nc(C)cc(C)n12 | . | 42%[activator] | -9% | . | .
CCOC(=O)C1(C)CCN1C(=O)COc1ccccc1 (stereo not drawn) | . | -23% | -11% | . | .
